Screening results as filed in PubChem BioAssay.
HADH2 inhib – HADH2 (human) dehydrogenase inhibition. Q99714. recombinant HADH2, NADH fluorescence, beta-hydroxybutyryl-CoA. Potency, µM (titrated, usually from 57.1 µM), inactives show at the top dose activity change, negative = inhibition, actives largely listed as inhibitors. 73,000 compounds, 3.4% hits. AID 886; note: potency is the fitted concentration of half-maximal effect; % is set by controls: 0 for no effect and ±100 for the full control effect; nearly all actives have a fitted effect of over 60% in size; many of its hits are not listed in these tables
Target sequence (Q99714 whole entry, looked up, one chain of several): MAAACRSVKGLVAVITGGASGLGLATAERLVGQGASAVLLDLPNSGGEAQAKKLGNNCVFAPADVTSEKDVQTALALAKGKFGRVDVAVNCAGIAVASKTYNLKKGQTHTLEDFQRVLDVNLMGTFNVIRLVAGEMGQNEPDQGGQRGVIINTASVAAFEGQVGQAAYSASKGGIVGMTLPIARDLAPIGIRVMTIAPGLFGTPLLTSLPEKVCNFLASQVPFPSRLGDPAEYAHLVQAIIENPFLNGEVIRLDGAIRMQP
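His-tagged recombinant enzyme from E. coli, 20 nM, preincubated 15 min RT with compound; reaction started with 1 mM NAD+ and 90 uM beta-hydroxybutyryl-CoA in 100 mM Tris-HCl pH 9.0. NADH fluorescence (ex 360/em 450) read over 4 min; last-minus-first difference.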
Tau filament bind – binders of human tau filaments | P10636 | Potency, µM (highest dose often 57.1 µM), for inactives: at the highest dose activity change, negative = inhibition | 71,000 compounds, 2% hits | recombinant tau filaments, thioflavin S fluorescence, 15 h; filaments grown with octadecylsulfate alongside compound;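 note: potency is the fitted concentration of half-maximal effect; % is set by controls: 0 for no effect and ±100 for the full control effect; actives lower thioflavin S fluorescence by blocking filaments or displacing dye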
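ThS-based fibril read: tau 1 uM final, inducer ODS 30 uM final, 37 C for 15 h, ex 450/em 510 nm.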
15-hLO inh – inhibitors of human 15-lipoxygenase (ALOX15) | P16050 | purified 15hLO-1, xylenol orange hydroperoxide absorbance | Potency, µM (doses to about 57.1 µM), inactives show at the top dose activity change, negative = inhibition, usual class: inhibitors | 74,000 compounds, 1.4% hits | AID 887; note: potency is the fitted concentration of half-maximal effect; % is set by controls: 0 for no effect and ±100 for the full control effect; nearly all actives have a fitted effect of over 55% in size
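Purified human 15hLO-1 (40 nM final) in 25 mM Hepes pH 7.5, 0.01% Triton X-100 was preincubated with compound 15 min at room temperature, then reacted 6 min with 50 uM arachidonic acid; hydroperoxide detected by Fe-XO, 573/405 nm absorbance ratio.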
Luciferase inh – firefly luciferase inhibition. P08659. purified firefly luciferase, luminescence, 8 min. Potency, µM (highest dose often 57.1 µM), for the others: at the highest dose activity change, negative = inhibition, actives largely listed as inhibitors. 72,000 compounds, 2.2% hits; note: potency is the fitted concentration of half-maximal effect; % is set by controls: 0 for no effect and ±100 for the full control effect; nearly all actives have a fitted effect of over 40% in size
Target sequence (P08659 whole entry, looked up): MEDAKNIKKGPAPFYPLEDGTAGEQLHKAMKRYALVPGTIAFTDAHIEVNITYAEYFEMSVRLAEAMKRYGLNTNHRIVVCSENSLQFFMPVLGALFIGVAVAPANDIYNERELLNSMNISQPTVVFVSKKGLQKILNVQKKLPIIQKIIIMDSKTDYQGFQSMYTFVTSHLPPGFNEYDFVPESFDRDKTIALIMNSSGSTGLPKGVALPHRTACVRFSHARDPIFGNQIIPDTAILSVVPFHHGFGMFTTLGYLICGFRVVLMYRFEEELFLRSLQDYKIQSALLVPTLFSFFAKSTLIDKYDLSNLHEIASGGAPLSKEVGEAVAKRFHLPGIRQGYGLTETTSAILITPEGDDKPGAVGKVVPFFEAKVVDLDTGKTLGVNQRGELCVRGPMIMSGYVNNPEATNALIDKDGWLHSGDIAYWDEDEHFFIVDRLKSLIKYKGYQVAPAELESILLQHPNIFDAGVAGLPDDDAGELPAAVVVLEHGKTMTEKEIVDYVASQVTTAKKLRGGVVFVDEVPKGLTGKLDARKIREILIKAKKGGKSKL
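Luminescence read-out after 8 min at room temperature; enzyme reaction used luciferin plus 10 uM ATP (linear range) in imidazole buffer pH 7.2 with KCl, MgCl2, Tween 20 and BSA. Each sample was run as a titration.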
GFP derepression – derepresses silenced GFP locus in mouse C127i cells; AID 597; mouse C127i GFP locus derepression, cytometry, 30 h; Potency, µM (highest dose often 46.1 µM), inactives show top-dose GFP derepression (activation); 68,000 compounds, 0.09% hits; note: % of control where 0% means no effect
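Murine C127i mammary cells carrying a silenced, stably integrated CMV-driven GFP reporter were treated with compound for 30 hours at 37 C. After PBS washes, GFP-positive cells were counted by laser-scanning microplate cytometry.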
HBB splice mod – modulators of hemoglobin beta chain splicing; HBB splicing reporter cell assay, activation; EGFP reporter with mutant IVS2-654 intron; response scale: normalised to 500 nM splice-correcting PNA; Potency, µM (series often up to 46.1 µM), for inactives: at the top dose activation, hits mostly activators; 65,000 compounds, 0.06% hits; AID 925; note: potency is the fitted concentration of half-maximal effect; 0% is about no effect
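Compounds were applied for 2 days to HeLa EGFP-654 cells, 500/well in Optimem with 2% FCS. The reporter's EGFP is disrupted by mis-splicing of beta-globin intron IVS2-654. Readout: summed well GFP fluorescence from 488 nm laser scanning; reference was 500 nM antisense […] 654 PNA.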
ERK AVP block – inhibitors of vasopressin-stimulated ERK signaling pathway. HEK293-V1b, vasopressin-stimulated pERK AlphaScreen. Potency, µM (series often up to 57.5 µM), inactives show top-dose activity, negative = inhibition, most hits filed as inhibitors. 72,000 compounds, 0.99% hits. AID 995; note: potency is the fitted concentration of half-maximal effect; % is set by controls: 0 for no effect and ±100 for the full control effect; nearly all actives have a fitted effect of over 55% in size
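HEK293 cells stably expressing V1b receptor, preincubated 30 min at 37 °C with compound, then stimulated 5 min with 25 nM vasopressin. Phospho-ERK by AlphaScreen SureFire after 5 h RT; normalized to DMSO and vasopressin; AC50 by Hill fit.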
Pol III holo inh – DNA polymerase III holoenzyme inhibition; reconstituted DNA polymerase III holoenzyme replication, biochemical; Potency, µM (series often up to 57.1 µM), for the others: at the highest dose activity change, negative = inhibition; 71,000 compounds, 0.25% hits; AID 603; note: potency is the fitted concentration of half-maximal effect; % is set by controls: 0 for no effect and ±100 for the full control effect
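Reconstituted *E. coli* holoenzyme (0.35 nM Pol III, 1 nM beta, 154 nM SSB, 2 nM primase) was preincubated with compound for 15 min at RT. Synthesis on 1.4 nM ssM13Gori ran 35 min, then was stopped with PicoGreen/EDTA and read as dsDNA fluorescence.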
UbGFP stabilizer – ubiquitin-GFP accumulation via proteasome inhibition | Ubiquitin-GFP reporter cells, proteasome inhibition, GFP fluorescence; response scale: untreated = 0%, 10 µM MG-132 = 100% | 67,000 tested, under 10 active | Potency, µM (highest dose often 45.9 µM), inactives show at the top dose activation (GFP accumulation), most hits filed as activators; active = well fitted activation curve with a large enough effect, not every such curve was filed as active; inconclusive = small, poorly fitted or top-dose-only effect, or another doubt; inactive = no such curve, though single readings can be large or run the other way; note: potency is the fitted concentration of half-maximal effect
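U2OS cells stably expressing ubiquitin(G76V)-GFP, seeded overnight in 0.5% FBS medium, were exposed to compounds (qHTS, 46 uM to 2.9 nM) for 4 hr at 37 °C. GFP-positive cells were counted by laser cytometry (488 ex/515 em), normalized between basal and 10 uM MG-132.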
CRE Fsk mod – alters forskolin-stimulated CRE reporter signaling in CHO cells; 71,000 compounds, 2.5% hits; CHO CRE-bla reporter (cAMP response element driving beta-lactamase), forskolin EC10, beta-lactamase ratio; Potency, µM (top dose mostly 38.2 µM), inactives show top-dose activity change, negative = inhibition, usual class: activators; active = well fitted activation curve with a large enough effect in the signal ratio, with a control signal flat, not every such curve was filed as active; inconclusive = small, poorly fitted or top-dose-only effect, or effect the other way, or a change in a side signal; the % refers to the signal ratio; note: potency is the fitted concentration of half-maximal effect; % of control where 0% means no effect
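CRE-bla CHO cells stimulated with EC10 NKH 477 (water-soluble forskolin) and compound titrations, 3 h at 37C; beta-lactamase read with CCF4 after 2 h at room temperature. Activity from 460/530 nm emission ratio, AC50 values for positive or negative modulation.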
Hsp90 Hop PPI – changes Hsp90-Hop TPR2A binding signal, up or down | AlphaScreen TPR2A-His6 binding biotin-Hsp90 C-terminal peptide | Potency, µM (top dose mostly 57 µM), for inactives: at the top dose activity change, negative = inhibition | 71,000 compounds, 0.44% hits; active = well fitted curve in either direction with a large enough effect; inconclusive = small, poorly fitted or top-dose-only effect, or another doubt; note: potency is the fitted concentration of half-maximal effect; % is set by controls: 0 for no effect and ±100 for the full control effect; many of its hits are not listed in these tables
* marks the source's active call; other numbers are inactive results; ? = inconclusive; . = no result given; [ ] = dose if it differs, or a comment. Unless noted, calls come from the whole dose curve; as a rule, active = well fitted curve in the direction sought with a large enough effect; inconclusive = small, poorly fitted or top-dose-only effect, or another doubt; inactive = no such curve, though single readings can be large; an effect the other way counts as inactive or inconclusive. An excerpt; rates above refer to the full screens.

SMILES	HADH2 inhib	Tau filament bind	15-hLO inh	Luciferase inh	GFP derepression	HBB splice mod	ERK AVP block	Pol III holo inh	UbGFP stabilizer	CRE Fsk mod	Hsp90 Hop PPI
COc1ccccc1NC(=O)N1CCCC1C(=O)Nc1nnc(C(C)C)s1 (centres undefined)	16%	3%	1%	-1%	2%	.	-1%	-1%	-1%	-4%	2%
O=C(CCCN1C(=O)CCC1=O)Nc1cccc(C(F)(F)F)c1	-16%	14%	-1%	1%	2%	-0.2%	-10%	-2%	-1%	4%	-1%
COC(=O)c1sc(S(=O)(=O)Nc2ccc3cn[nH]c3c2)c(C(=O)OC)c1C	-4%	-1%	0%	2%	5%	0.2%[57.5 µM]	15%	0%	2%	1%	-2%
COc1ccc(C)cc1NC(=O)CN1CCN(S(=O)(=O)c2ccc(F)cc2)CC1	12%	2%	-1%	-1%	-2%	0.0%	10%	-5%	-10%	16%	-7%
CC(C)N(C)C1CCN(C(=O)Nc2ccc(Cl)c(Cl)c2)CC1	3%	-6%	0%	2%	2%	3.9%[1.84 µM]	15%	-1%	0%	?	0%
N[C@H](C(=O)O)[C@H](O)C(=O)O	5%	12%	-13%[25.6 µM]	3%	2%	.	5%	-1%	-4%	-12%	3%
CCc1ccc(CCC(=O)Nc2nnc(CC)s2)o1	2%	-4%	4%	4%	-4%	0.6%	-16%	-2%	-4%	-22%	-7%
Cc1cc(C)cc(N(CC(=O)NCC2CCCO2)C(=O)CCC(=O)Nc2cc(C)on2)c1 (centres undefined)	5%	1%	12%	2%	-2%	.	-24%	-1%	-4%	-2%	0%
O=C(c1n[nH]c(=O)c2ccccc12)N1CCN(c2ccccc2Cl)CC1	5%	2%	-1%	-5%	0%	-0.4%[57.5 µM]	13%	-8%	3%	-17%	-4%
CNC1=C(Br)C(=O)c2ccncc2C1=O	-9%	16µM*	-15%	.	.	0.0%	?	-13%	.	?	?
O=C(NCC1CCCO1)C1CCN(CC2CCCCC2)CC1 (centres undefined)	10%	-7%	5%	6%	1%	.	-1%	0%	6%	-7%	-1%
N#Cc1cccc(NC(=O)N2CCC3(CC2)CCN(C(=O)c2csnn2)CC3)c1	9%	-12%	4%	1%[11.4 µM]	2%[9.22 µM]	-1.9%	?	-10%	-5%	?	0%
CC(C)c1[nH]nc2c1C(C(C)C)C(C#N)=C(N)O2 (centres undefined)	15%	-15%	5%	-1%	-2%	0.1%[57.5 µM]	-20%	2%	-1%	-17%	-5%
[O-][n+]1onc2c1CCC1N(O)C(c3ccccc3)CC21O (centres undefined)	-4%	3%	5%	-3%	3%	0.1%	-6%	-6%	8%	3.2µM*	-1%
CSc1cccc(NS(=O)(=O)c2cccc3nsnc23)c1	-14%	?	-8%	-1%	0%	-0.9%	20%	-3%	-3%	-7%	-7%
COC(=O)c1c(C)oc2ccc(NS(=O)(=O)c3cccs3)cc12	-22%	-12%	-19%	3%	0%	4.0%	-26%	0%	4%	15%	-3%
O=C(Nc1ccc(S(=O)(=O)N2CCCC2)cc1)c1ccc(CN2CCOCC2)cc1	22%	2%	?	1%	1%	-0.2%	10µM*	-1%	-3%	6%	-3%
COC(=O)COc1ccc(S(=O)(=O)NCCC2=CCCCC2)cc1	10%	1%	-6%	2%	0%	0.1%	16%	-5%	9%	4%	1%
CCC(Sc1nc2n[nH]c(C)c2c(=N)n1-c1cccc(Cl)c1)C(=O)NCCOC (centres undefined)	-7%	3%	-7%	7%	5%	-1.1%	2%	0%	?	13µM*	-8%
COc1ccc(-c2nnn(CC(=O)N(C3CCCC3)C(C)C(=O)NC3CCCC3)n2)cc1OC (centres undefined)	2%	4%	-16%	1%	0%	.	-3%	-4%	-5%	20%	-3%
Cc1cc(C(=O)CSC(C)c2nc3ccccc3c(=O)[nH]2)c(C)n1C (centres undefined)	-23%	10%	0%	2%	1%	-4.8%	-25%	-11%	-1%	-6%	-5%
O=C(CCCn1c(SCC(=O)NC2CCCCC2)nc2ccccc2c1=O)NCC1CCCO1 (centres undefined)	11%	-14%	7%	2%	-5%	3.9%	-17%	-1%	-6%	-15%	-1%
CCOc1ccc(CC2S/C(=N/c3ccccn3)NC2=O)cc1 (centres undefined)	-3%	-2%	7%	1%	-3%	-0.2%[57.5 µM]	-19%	-1%	-2%	8%	-5%
CCOC(=O)N1CCN(c2ccc3nnnn3n2)CC1	5%	0%	-14%	-4%	-2%	0.0%[9.22 µM]	-3%	-10%	0%	1%	0%
CN(C)c1ccc(CNC23CN4CN(CN(C4)C2)C3)cc1	-9%	5%	-4%	1%	2%	-0.2%	-7%	0%	-1%	-1%	-1%
COc1ccc(OC)c(N(CC(=O)NCCSc2ccccc2)S(C)(=O)=O)c1	1%	-9%	1%	3%	-2%	1.5%	-13%	-5%	26%	-8%	-4%
Cc1cc(=O)c2n(Cc3ccc(Cl)cc3)nc[n+]2[nH]1	-20%	-8%	6%	1%	2%	-0.2%[57.5 µM]	7%	4%	4%	1%	-2%
Cc1ccc(C)c(N2C(=O)CC(N3CCN(Cc4ccc5c(c4)OCO5)CC3)C2=O)c1 (centres undefined)	-3%[11.4 µM]	-2%[11.4 µM]	3%[11.4 µM]	5%	-2%	0.4%[0.0738 µM]	-8%	-2%[11.4 µM]	-5%[9.17 µM]	-5%[7.6 µM]	-5%[11 µM]
Nc1cccc2cnccc12	-8%	-13%	-1%	-1%	-1%	-0.8%	-10%	-4%	-5%	?	-3%
Cc1ccc(C)c(N2CCN(C(=O)c3ccc(Cn4c(=O)[nH]c5ccccc5c4=O)cc3)CC2)c1	-8%	21%	-12%	-1%	0%	-0.5%	4%	-4%	8%	?	-20%

Some of the entries above in another layout:
CSc1cccc(NS(=O)(=O)c2cccc3nsnc23)c1
  HADH2 inhib: -14% | Tau filament bind: ? | 15-hLO inh: -8% | Luciferase inh: -1% | GFP derepression: 0% | HBB splice mod: -0.9% | ERK AVP block: 20% | Pol III holo inh: -3% | UbGFP stabilizer: -3% | CRE Fsk mod: -7% | Hsp90 Hop PPI: -7%
COC(=O)c1c(C)oc2ccc(NS(=O)(=O)c3cccs3)cc12
  HADH2 inhib: -22% | Tau filament bind: -12% | 15-hLO inh: -19% | Luciferase inh: 3% | GFP derepression: 0% | HBB splice mod: 4.0% | ERK AVP block: -26% | Pol III holo inh: 0% | UbGFP stabilizer: 4% | CRE Fsk mod: 15% | Hsp90 Hop PPI: -3%
O=C(Nc1ccc(S(=O)(=O)N2CCCC2)cc1)c1ccc(CN2CCOCC2)cc1
  HADH2 inhib: 22% | Tau filament bind: 2% | 15-hLO inh: ? | Luciferase inh: 1% | GFP derepression: 1% | HBB splice mod: -0.2% | ERK AVP block: 10µM* | Pol III holo inh: -1% | UbGFP stabilizer: -3% | CRE Fsk mod: 6% | Hsp90 Hop PPI: -3%
